B2AR arrestin – beta2AR (human) beta-arrestin recruitment activity; P07550; beta-arrestin recruitment to beta2AR, cell-based reporter; Potency, µM (highest dose often 46.1 µM), inactives show at the top dose activation, hits mostly activators; 330,000 compounds, 0.02% hits; AID 492947;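 also: potency is read from the fitted curve at half-maximal effect; 0% = DMSO controls and full agonism = EC100 isoproterenol or metaproterenol; nearly all actives have a fitted effect of over 65% in size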
TRPV1 ag – agonists of human vanilloid receptor 1 (TRPV1) | TRPV1-expressing cells, Fluo-8 calcium influx, agonist mode | activation, % at 8.33 µM | 320,000 compounds, 0.19% hits; in the data active = activation above about 80%; inconclusive = between about 30% and that limit; also: 0% is about no effect
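TRPV1-expressing cells were cultured overnight at 35.5C and loaded with Fluo-8 calcium dye for 40 to 90 min at room temperature. After a 10 s baseline, compound was added and calcium influx was read kinetically for 3 min (ex 480/em 520 nm).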
GALK inhibitor – galactokinase (human) inhibition; P51570; 270,000 compounds, 0.007% hits; Purified GALK, Kinase-Glo residual ATP luminescence; AID 1868; Potency, µM (highest dose often 57.5 µM), without a hit: at the highest dose activity change, negative = inhibition, hits mostly inhibitors; also: potency is read from the fitted curve at half-maximal effect; % is scaled to controls: 0 for no effect and ±100 for the full control effect
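Compounds were pin-transferred into ATP buffer (35 uM final), then GALK plus galactose (5 nM, 100 uM final) was added. After 1 h at room temperature, Kinase-Glo Plus was added and luminescence read after 10 min.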
KCNH2 3.1 block – KCNH2 3.1 (human) potassium channel inhibition. 340,000 compounds, 0.95% hits. AID 720553. activity change, % (tested at about 1.8 µM). U2OS KCNH2 3.1, thallium flux FluxOr; stronger effect = lower value;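 active = maximum activity change below -70%; inconclusive = maximum activity change from -70% to -50%; inactive = maximum activity change above -50%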;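 also: thallium influx rate constant from kinetic fluorescence after stimulation buffer; % is scaled to controls: 0 for no effect and ±100 for the full control effect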
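Normalized rate constant (relative to positive and negative DMSO controls) derived from a 2 min kinetic fluorescence read after stimulation; U2OS cells expressing the 3.1 isoform via virus at 1.77 x 10^8 /mL.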
Giardia kill – kills Giardia lamblia. Giardia lamblia trophozoite viability. activity change, % at 7.66 µM, hits read low. 340,000 compounds, 0.15% hits; in the data active = activity change below about -80%; inconclusive = between about -30% and that limit;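 also: parasites exposed to compound for two days anaerobically before the ATP read; % is scaled to controls: 0 for no effect and ±100 for the full control effect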
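Viability, read as ATP luminescence: trophozoites at 100 cells/well, compound added, 48 hrs anaerobic at 37 deg C, then 15-30 min room-temperature development before reading.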
MLL CXXC-DNA inh – MLL CXXC-DNA interaction inhibition. MLL-CXXC / FITC-HOXA9 DNA fluorescence polarization. 290,000 compounds, 0.037% hits. AID 2662. Potency, µM (highest dose often 115 µM), for the others: at the highest dose activity change, negative = inhibition, actives largely listed as inhibitors. Q03164; active = well fitted inhibition curve with a large enough effect in the polarisation, with a control signal flat, not every such curve was filed as active; inconclusive = small, poorly fitted or top-dose-only effect, or effect the other way, or a change in a side signal; inactive = no such curve, though single readings can be large or run the other way; the % refers to the polarisation; also: potency is read from the fitted curve at half-maximal effect
Target sequence (Q03164 whole entry, looked up): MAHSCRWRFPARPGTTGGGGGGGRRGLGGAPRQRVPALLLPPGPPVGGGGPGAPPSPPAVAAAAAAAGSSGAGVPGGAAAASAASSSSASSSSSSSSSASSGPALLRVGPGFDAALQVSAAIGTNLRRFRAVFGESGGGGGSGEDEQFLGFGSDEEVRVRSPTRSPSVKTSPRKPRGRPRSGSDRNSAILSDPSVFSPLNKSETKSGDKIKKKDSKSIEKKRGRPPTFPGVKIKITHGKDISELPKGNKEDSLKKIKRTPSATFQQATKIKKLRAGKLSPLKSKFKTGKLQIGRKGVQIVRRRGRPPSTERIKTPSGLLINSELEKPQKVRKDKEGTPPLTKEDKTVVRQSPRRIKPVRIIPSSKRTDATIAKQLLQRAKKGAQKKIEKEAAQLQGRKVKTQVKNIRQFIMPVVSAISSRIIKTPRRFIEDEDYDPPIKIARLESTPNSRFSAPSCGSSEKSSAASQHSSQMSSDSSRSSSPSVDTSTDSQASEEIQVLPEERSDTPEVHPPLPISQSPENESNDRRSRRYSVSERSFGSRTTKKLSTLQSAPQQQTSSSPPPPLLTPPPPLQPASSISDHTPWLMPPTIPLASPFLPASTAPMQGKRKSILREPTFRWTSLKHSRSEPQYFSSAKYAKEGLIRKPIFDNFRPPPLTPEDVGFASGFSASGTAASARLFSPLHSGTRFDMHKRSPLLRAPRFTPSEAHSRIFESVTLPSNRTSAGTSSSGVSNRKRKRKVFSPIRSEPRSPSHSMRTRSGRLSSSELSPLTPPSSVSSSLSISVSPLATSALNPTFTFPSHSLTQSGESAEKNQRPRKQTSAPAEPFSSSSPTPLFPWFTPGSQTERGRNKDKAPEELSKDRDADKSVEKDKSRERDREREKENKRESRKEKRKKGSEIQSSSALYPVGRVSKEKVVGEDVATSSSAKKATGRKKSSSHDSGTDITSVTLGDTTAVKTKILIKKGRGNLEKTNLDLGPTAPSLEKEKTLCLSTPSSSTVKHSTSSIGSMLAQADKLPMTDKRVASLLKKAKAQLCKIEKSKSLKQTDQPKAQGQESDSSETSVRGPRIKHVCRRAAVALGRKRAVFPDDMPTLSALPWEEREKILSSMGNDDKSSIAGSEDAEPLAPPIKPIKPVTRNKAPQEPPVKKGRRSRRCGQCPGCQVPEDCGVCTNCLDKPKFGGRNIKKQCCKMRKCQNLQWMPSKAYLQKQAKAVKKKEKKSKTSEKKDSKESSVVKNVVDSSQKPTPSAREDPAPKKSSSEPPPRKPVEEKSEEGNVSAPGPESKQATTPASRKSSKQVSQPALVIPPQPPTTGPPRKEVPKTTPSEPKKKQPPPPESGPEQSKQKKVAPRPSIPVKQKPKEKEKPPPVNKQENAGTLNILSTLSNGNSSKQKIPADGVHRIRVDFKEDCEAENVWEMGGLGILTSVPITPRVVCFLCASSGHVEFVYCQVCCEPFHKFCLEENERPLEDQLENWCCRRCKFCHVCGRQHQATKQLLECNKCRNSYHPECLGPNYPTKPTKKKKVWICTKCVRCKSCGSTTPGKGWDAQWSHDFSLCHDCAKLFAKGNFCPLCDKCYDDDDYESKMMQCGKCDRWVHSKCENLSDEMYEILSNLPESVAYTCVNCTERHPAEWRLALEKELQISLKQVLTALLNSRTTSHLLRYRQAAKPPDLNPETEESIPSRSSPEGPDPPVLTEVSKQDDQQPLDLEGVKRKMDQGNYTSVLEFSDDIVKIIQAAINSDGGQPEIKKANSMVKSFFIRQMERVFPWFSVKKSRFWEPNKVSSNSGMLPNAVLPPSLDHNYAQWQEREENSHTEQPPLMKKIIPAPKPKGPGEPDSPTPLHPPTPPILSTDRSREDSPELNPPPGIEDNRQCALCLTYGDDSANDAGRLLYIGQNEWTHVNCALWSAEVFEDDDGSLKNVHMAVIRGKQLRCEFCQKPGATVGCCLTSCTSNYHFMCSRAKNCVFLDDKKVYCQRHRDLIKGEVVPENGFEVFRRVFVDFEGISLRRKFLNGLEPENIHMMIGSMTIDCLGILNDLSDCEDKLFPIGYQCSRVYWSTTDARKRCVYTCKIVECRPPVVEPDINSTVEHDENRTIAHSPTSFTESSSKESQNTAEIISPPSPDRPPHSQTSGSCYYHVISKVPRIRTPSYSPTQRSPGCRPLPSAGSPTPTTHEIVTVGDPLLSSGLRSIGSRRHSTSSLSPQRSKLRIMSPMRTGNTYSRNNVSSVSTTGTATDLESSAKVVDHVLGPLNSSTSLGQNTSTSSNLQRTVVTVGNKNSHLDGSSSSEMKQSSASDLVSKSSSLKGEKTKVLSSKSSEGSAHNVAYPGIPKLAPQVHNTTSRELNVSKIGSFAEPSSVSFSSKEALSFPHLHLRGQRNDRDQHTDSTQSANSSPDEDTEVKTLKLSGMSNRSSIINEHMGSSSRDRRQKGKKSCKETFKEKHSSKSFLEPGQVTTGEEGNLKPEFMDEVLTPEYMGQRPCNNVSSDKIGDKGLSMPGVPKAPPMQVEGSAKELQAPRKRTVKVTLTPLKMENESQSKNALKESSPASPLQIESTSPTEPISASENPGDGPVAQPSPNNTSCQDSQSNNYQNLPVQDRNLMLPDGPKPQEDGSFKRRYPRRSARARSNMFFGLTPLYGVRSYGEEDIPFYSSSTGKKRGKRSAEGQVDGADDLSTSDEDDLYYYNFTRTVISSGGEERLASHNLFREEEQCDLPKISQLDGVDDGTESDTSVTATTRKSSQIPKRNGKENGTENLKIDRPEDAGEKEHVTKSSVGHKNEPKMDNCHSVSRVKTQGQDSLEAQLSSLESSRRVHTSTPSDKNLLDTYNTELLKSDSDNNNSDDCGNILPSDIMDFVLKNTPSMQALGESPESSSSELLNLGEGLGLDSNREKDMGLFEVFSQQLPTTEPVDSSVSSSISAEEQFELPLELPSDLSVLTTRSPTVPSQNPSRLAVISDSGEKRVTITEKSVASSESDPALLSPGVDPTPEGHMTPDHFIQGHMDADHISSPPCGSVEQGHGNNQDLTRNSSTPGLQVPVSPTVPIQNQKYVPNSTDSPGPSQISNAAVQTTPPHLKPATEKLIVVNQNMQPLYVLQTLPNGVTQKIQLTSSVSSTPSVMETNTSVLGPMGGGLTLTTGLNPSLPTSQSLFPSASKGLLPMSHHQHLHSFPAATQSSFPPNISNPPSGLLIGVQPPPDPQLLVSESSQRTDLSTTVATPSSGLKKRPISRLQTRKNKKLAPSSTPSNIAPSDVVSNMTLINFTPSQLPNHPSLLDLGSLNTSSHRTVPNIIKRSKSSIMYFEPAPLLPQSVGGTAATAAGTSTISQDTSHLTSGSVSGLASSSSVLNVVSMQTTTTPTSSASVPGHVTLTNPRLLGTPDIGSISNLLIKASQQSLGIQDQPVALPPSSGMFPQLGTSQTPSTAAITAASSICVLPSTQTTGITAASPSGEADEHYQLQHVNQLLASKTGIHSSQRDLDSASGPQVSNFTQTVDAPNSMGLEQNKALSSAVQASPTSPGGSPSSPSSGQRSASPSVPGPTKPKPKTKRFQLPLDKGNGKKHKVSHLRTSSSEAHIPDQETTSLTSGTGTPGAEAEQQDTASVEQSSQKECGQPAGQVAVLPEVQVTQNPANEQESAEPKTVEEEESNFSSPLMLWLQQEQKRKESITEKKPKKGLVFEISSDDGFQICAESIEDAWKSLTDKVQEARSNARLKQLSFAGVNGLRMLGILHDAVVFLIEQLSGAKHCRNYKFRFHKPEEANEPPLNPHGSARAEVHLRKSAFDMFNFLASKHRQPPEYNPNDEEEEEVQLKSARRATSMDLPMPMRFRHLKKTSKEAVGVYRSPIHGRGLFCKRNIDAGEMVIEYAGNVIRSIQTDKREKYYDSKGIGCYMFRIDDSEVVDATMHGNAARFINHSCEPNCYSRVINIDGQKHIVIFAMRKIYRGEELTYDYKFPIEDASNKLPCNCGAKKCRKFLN
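Steps: dispense CXXC domain solution (7 uM) → pin compounds or unlabeled HOX-A9 DNA control → 5 min ambient → add FLSN-HOX-A9 solution (50 nM) → spin → 30 min ambient → fluorescence polarization. Tris pH 7.5/NaCl/DTT/BSA buffer.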
hERG WT inh – inhibitors of human wildtype KCNH2 potassium channel. U2OS, BacMam KCNH2, thallium flux FluxOr; stronger effect = lower value. 340,000 compounds, 0.37% hits. activity change, % at 1.84 µM;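 active = maximum activity change below -70%; inconclusive = maximum activity change between -70% and -50%; inactive = maximum activity change above -50%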; also: % is scaled to controls: 0 for no effect and ±100 for the full control effect
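U2OS cells transduced with wild-type KCNH2 virus are loaded with FluxOr dye for 45 min, and thallium flux is measured in kinetic reads before and after stimulation buffer. Rate constants are normalized to DMSO controls.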
USP2a block – USP2a (human) protease inhibition; USP2 core, Ub-CHOP2 coupled fluorogenic reporter, 485/531; O75604; 330,000 compounds, 0.01% hits; Potency, µM (titrated, usually from 38.3 µM), without a hit: top-dose activity change, negative = inhibition, usual class: inhibitors; AID 463254;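 also: potency is read from the fitted curve at half-maximal effect; plate controls were DMSO wells for no effect and full inhibition by NEM control for full effect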
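Deubiquitinase activity read as fluorescence (485/531 nm) after Ub-CHOP2 cleavage activates the enterokinase reporter on its substrate; USP2 core 10nM, Ub-CHOP2 and substrate 25nM each, 30min compound preincubation then 60min RT; data normalized to NEM, curves fitted.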
PKM2 activator – PKM2 (human) enzyme activation; 260,000 compounds, 0.34% hits; P14618; Potency, µM (titrated, usually from 57.5 µM), for inactives: at the top dose activation, hits mostly activators; purified PKM2, Kinase-Glo ATP luminescence, activation; response scale: 0% is enzyme alone, no compound; also: potency is read from the fitted curve at half-maximal effect; % is scaled to controls: 0 for no effect and ±100 for the full control effect; nearly all actives have a fitted effect of over 55% in size
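hPK-M2, >95% pure; 0.1 mM ADP / 0.5 mM PEP final; imidazole pH7.2 buffer w/ 7 mM MgCl2, 50 mM KCl; 1 h RT; Kinase-Glo lum. Intermediate enzyme activity for dual inhibitor/activator qHTS.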
Coupling enz – coupling enzyme interference in Giardia aldolase counter-screen; AID 2472; 290,000 compounds, 0.67% hits; coupling enzyme system counterscreen, AmpLite Red fluorescence; activity change, negative = inhibition, % at 58.2 µM, hits read low; in the data active = activity change below about -30%; also: % is scaled to controls: 0 for no effect and ±100 for the full control effect
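Counterscreen lacking aldolase: glyceraldehyde-3-phosphate coupling-enzyme reagent preincubated 10 min at RT with compound (at 57.5 uM final), then substrate/coupling system with AmpLite Red added; fluorescence read at 525/598 nm after 20 min RT.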
Menin-MLL TR inh – menin-MLL binding inhibition, Texas Red mutant peptide | Potency, µM (titrated, usually from 61.6 µM), inactives show at the highest dose FP activity change, negative = inhibition, hits mostly inhibitors | 270,000 compounds, 0.23% hits | Menin + Texas Red MLL mutant peptide, fluorescence polarization; active = well fitted inhibition curve with a large enough effect in the polarisation, with a control signal flat, not every such curve was filed as active; inconclusive = small, poorly fitted or top-dose-only effect, or effect the other way, or a change in a side signal; inactive = no such curve, though single readings can be large or run the other way; the % refers to the polarisation; also: potency is read from the fitted curve at half-maximal effect; % of control where 0% means no effect; many of its hits are not listed in these tables
* hit, by the source's call; ? = inconclusive; . = no result given; [ ] = remark or other dose. Unless noted, calls follow the shape of the dose curve; as a rule, active = well fitted curve in the direction sought with a large enough effect; inconclusive = small, poorly fitted or top-dose-only effect, or another doubt; inactive = no such curve, though single readings can be large; an effect the other way counts as inactive or inconclusive. Not all compounds are listed. The share of hits here may be higher or lower than overall.

SMILES | B2AR arrestin | TRPV1 ag | GALK inhibitor | KCNH2 3.1 block | Giardia kill | MLL CXXC-DNA inh | hERG WT inh | USP2a block | PKM2 activator | Coupling enz | Menin-MLL TR inh
Cc1ccc(Nc2nc(-c3sc(N)nc3C)cs2)cc1 | 2.8% | 3 | 6% | 12 | 18 | 9% | 4 | -14% | 0%[11.5 µM] | -25 | ?
Nn1cc(-c2ccccc2)nc1SCC(=O)Nc1cccc(S(N)(=O)=O)c1 | -0.3% | 0 | -2% | 2 | -17 | -7% | 8 | 0% | 3% | -3 | .
Cc1cccc(CN2CCc3c(OCC(=O)N4CCCc5ccccc54)cccc3C2=O)c1 | -1.1% | 19 | -1% | -26 | 18 | 5% | -4 | -1% | 15% | -2 | -23%
O=C(NNc1c(Cl)cncc1Cl)c1sccc1Cl | 4.8% | -2 | 0% | 7 | -16 | -2% | -4 | 2% | 8% | 2 | .
CCOC(=O)C1CCCN(C(=O)c2cc(-c3ccc(C)cc3)on2)C1 (stereo not given) | -0.6% | 11 | 5% | 10 | -7 | 0% | -18 | 0% | -1% | 1 | 3%
CC(C)(C)n1nnnc1C(c1cccs1)N(Cc1ccccc1)Cc1ccco1 (stereo not given) | -0.9% | 22 | 4% | -7 | -18 | 15% | 2 | 3% | 5% | 1 | 1%
COc1ccccc1CNc1ccc(N2CCOCC2)c(C(=O)O)c1 | -0.1% | 21 | -3% | 4 | -8 | 1% | -13 | -1% | 7% | 0 | -20%
O=C1NC(=O)/C(=C\c2ccc(OCc3cnc(Cl)s3)cc2)S1 | -0.7% | -3 | 0% | 2 | 5 | 5% | 10 | 9% | 0% | 4 | 6%
CC(C)C(NC(=O)c1ccc(F)cc1)C(=O)Nc1cccnc1 (stereo not given) | 0.1% | 0 | 1% | 7 | 5 | -4% | 2 | -2% | -3% | 1 | 2%
O=C(CSc1ccc(Cl)cc1)OCc1nnc(-c2ccccc2)o1 | -0.1% | 5 | -1% | -3 | 6 | 1% | 12 | -6% | 2% | 1 | 8%
CCOC(=O)c1nnc(-c2cccs2)nc1Oc1ccc(Cl)cc1 | 0.1% | 4 | 0% | 2 | 4 | -10% | 0 | 4% | 7% | -1 | 5%
CC(C)C(NC(=O)/C(=C\c1ccco1)NC(=O)c1ccco1)C(=O)O (stereo not given) | -0.5% | 0 | 0% | -5 | 7 | 0% | -13 | 4% | 3% | -11 | -5%
COc1cc(/C=N/Nc2ccc(Cl)c(C(=O)O)c2)ccc1OC(=O)c1ccccc1F | -0.1% | -3 | 4% | -6 | 3 | 103%[activator] | -9 | -1% | 6% | 4 | ?
O=C(NC(Cc1ccccc1)C(=O)O)/C(=C/c1cccc([N+](=O)[O-])c1)NC(=O)c1ccco1 (stereo not given) | -0.3% | -2 | 8% | -7 | 15 | 2% | -2 | 0% | -4% | 8 | 16%
Cc1ccc(-c2nc3ncccc3o2)cc1NC(=O)c1cccnc1 | -0.1% | 0 | 1% | 4 | ? | -7% | 0 | 1% | -4% | 5 | ?
CCCCN(C)C(=O)c1nc2ccccn2c1CN1CCSCC1 | -0.3% | 1 | 11% | -4 | -16 | -11% | 4 | -2% | 1% | 2 | 14%
Cc1ccc(S(=O)(=O)N(C)C)cc1NC(=O)c1cc(-c2ccco2)nc2ccccc12 | -0.4% | 0 | -1% | -7 | 2 | -2% | -5 | 2% | 7% | . | .
O=C(NCCc1nc2ccccc2[nH]1)c1cccc(Br)c1 | -0.3% | ? | -3% | 14 | -18 | 21% | 13 | 3% | 7% | -1 | 1%
CCOC(=O)N1CCN(C(=O)c2oc(=O)c3ccccc3c2-c2ccc(C)cc2)CC1 | -1.0% | . | 1% | 8 | 15 | -6% | 6 | -3% | 4% | 14 | -8%[11.7 µM]
N#CCCN(C(=O)CSc1ccc2c(c1)OCCO2)c1ccccc1 | -0.4% | -1 | -3% | -1 | 8 | -3% | -45 | 2% | -1% | 9 | 0%
Cc1ccccc1NC(=O)C1CCN(C2=NS(=O)(=O)c3ccccc32)CC1 | -1.3% | 12 | 0% | -3 | 23 | 7% | -22 | 3% | 11% | 7 | 0%
CCN1CCN(C(=O)C2c3cc(OC)c(OC)cc3C(=O)N(C)C2c2ccc(SC)cc2)CC1 (stereo not given) | 0.1% | -5 | -2% | 10 | -1 | 3% | -19 | -1% | -4% | 0 | -9%
Cc1cc2[nH]c(=O)c(=O)[nH]c2cc1S(=O)(=O)N1CCC(C)CC1 | -0.7% | 1 | . | 3 | 1 | . | -4 | 0% | 3% | 4 | -7%
CCC1Sc2ccccc2N(CC(=O)NCc2ccc3c(c2)OCO3)C1=O (stereo not given) | -0.1% | ? | 0% | -9 | -22 | -2% | -3 | 0% | -5% | 0 | -11%
CCCC(=O)Nc1nnc(-c2ccco2)s1 | 0.1% | -2 | 1% | -5 | 8 | -3% | -5 | 0% | -10% | -3 | -1%
O=C(Cc1ccc([N+](=O)[O-])cc1)NCC1CCCO1 (stereo not given) | 0.4% | 3 | -1% | 28 | 2 | 2% | -4 | 3% | 0% | 1 | 0%
O=C(OCC(=O)N1CCN(S(=O)(=O)c2ccc(Cl)cc2)CC1)c1ccc([N+](=O)[O-])o1 | 0.0% | -3 | 5% | -13 | 7 | -1% | 7 | 0% | 22% | -8 | 2%
CSc1nc(NS(=O)(=O)c2cc(C)c(Cl)cc2Cl)nn1C | 0.2% | -4 | -7% | -6 | -11 | 4% | 32 | 3% | -4% | . | .
COC(=O)[C@@H](Cc1ccc(O)cc1)NC(=O)[C@H]1CCC(=O)N1C(=O)OCc1ccccc1 | -0.1% | 1 | . | 9 | 1 | 3% | 4 | 0% | 2% | 0 | -13%
Cc1cc(Sc2nc(NC(C)C)nc(NC(C)C)n2)nc(Cl)n1 | -0.2% | -5 | 8% | 4 | -7 | -3% | -5 | -7% | . | 4 | 13%
CCN(CC(=O)NC1CCS(=O)(=O)C1)C(=O)c1ccc(S(=O)(=O)N(CC)CC)cc1 (stereo not given) | -0.1% | -2 | . | 21 | -2 | . | -24 | 1% | . | . | .
Cc1ccc[n+](CC(=O)N2CCCCC2)c1C | -0.2% | 5 | 3% | -12 | -9 | 1% | -2 | 0% | -10% | 1 | .
O=C(CCn1nnc2ccccc21)NNC(=O)C1CCCCC1 | 0.2% | 2 | 1% | -1 | 5 | 0% | 15 | 3% | -1% | 5 | 4%
Cc1ccc2c(C)c(C(=O)N3CCN(c4ncccn4)CC3)oc2c1C | -3.2% | ? | 3% | 0 | 5 | -4% | 15 | 0% | 2% | 2 | -13%
CCN1CCN(c2c(Cl)cccc2NC(=O)c2ccc3c(c2)OCCO3)CC1 | 0.0% | ? | 0% | 3 | -13 | 3% | 8 | 0% | 8% | 2 | -9%
O=C(NC1CC(=O)N(c2ccc(F)cc2)C1)C(=O)c1c[nH]c2ccccc12 (stereo not given) | -0.3% | 0 | . | 14 | -4 | . | -4 | -2% | . | . | .
O=[N+]([O-])c1ccc(C2CCCC/C2=N/OCc2ccc(F)cc2)c([N+](=O)[O-])c1 (stereo not given) | -0.2% | 2 | 4% | -19 | 2 | 3% | -6 | -6% | -9% | -1 | 14%
NC1=NN=C(N2N=C(c3ccccc3)CC2(O)C(F)(F)F)n2ncnc2C1 (stereo not given) | 0.0% | -2 | 1% | 13 | -2 | 0% | 5 | 1% | -45% | 3 | -8%
O=C(Nc1ccc(S(=O)(=O)NCc2ccco2)cc1)c1ccncc1 | 0.1% | 1 | 0% | -4 | -17 | -6% | 6 | 1% | 6% | 2 | .
COc1cc(NC(=O)Cn2ncc(Cl)c(Cl)c2=O)c(C)cc1[N+](=O)[O-] | 0.2% | -1 | -2% | -13 | 2 | 8% | -17 | -1% | 4% | 3 | ?
COc1ccc(/C(C)=N\NS(C)(=O)=O)c(OC)c1 | -0.5% | 5 | . | 12 | 10 | 5% | 1 | 0% | 1% | 3 | -6%
COCCCNC(=S)N/N=C/c1ccccc1O | ? | 0 | . | 6 | -4 | 0% | 2 | 0% | 1% | 1 | .
Cc1cc(-c2cccs2)n[nH]1 | 0.1% | -2 | 0% | 5 | -16 | -4% | -2 | 1% | 9% | 0 | -9%

Entries of single compounds, looked up by structure. Order of screens: B2AR arrestin, TRPV1 ag, GALK inhibitor, KCNH2 3.1 block, Giardia kill, MLL CXXC-DNA inh, hERG WT inh, USP2a block, PKM2 activator, Coupling enz, Menin-MLL TR inh
Shown for `COCCCNC(=S)N/N=C/c1ccccc1O` → ?, 0, ., 6, -4, 0%, 2, 0%, 1%, 1, .
Shown for `COc1ccc(/C(C)=N\NS(C)(=O)=O)c(OC)c1` → -0.5%, 5, ., 12, 10, 5%, 1, 0%, 1%, 3, -6%
